TSG101-PTAP inh: blocks PTAP/TSG101 interaction to inhibit HIV-1 budding; Q99816; Fluorescence polarization, FITC-PTAP peptide / Tsg101 binding; Potency, µM (titrated, usually from 115 µM), without a hit: top-dose activity change, negative = inhibition, usual class: inhibitors; 340,000 tested, under 10 active; active = well fitted inhibition curve with a large enough effect in the main read-out, with a control signal flat, not every such curve was filed as active; inconclusive = small, poorly fitted or top-dose-only effect, or effect the other way, or a change in a side signal; inactive = no such curve, though single readings can be large or run the other way; also: potency is read from the fitted curve at half-maximal effect; % of control where 0% means no effect
Target sequence (Q99816 whole entry, looked up): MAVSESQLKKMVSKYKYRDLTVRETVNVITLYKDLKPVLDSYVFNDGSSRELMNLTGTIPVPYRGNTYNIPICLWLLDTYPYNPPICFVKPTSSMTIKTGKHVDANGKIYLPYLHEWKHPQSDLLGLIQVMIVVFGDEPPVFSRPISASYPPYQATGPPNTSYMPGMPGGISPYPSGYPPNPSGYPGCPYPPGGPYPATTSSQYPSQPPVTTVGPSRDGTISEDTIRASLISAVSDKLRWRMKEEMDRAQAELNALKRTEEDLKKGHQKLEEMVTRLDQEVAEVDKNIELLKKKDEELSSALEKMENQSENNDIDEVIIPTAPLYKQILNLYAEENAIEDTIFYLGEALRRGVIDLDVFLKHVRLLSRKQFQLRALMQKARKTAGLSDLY
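Fluorescence anisotropy tracks displacement of a FITC-tagged PTAP peptide (50 nM) from the Tsg101 binding domain (10 uM), following a 20 min room-temperature incubation at pH 7.5.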
B2AR arrestin: agonists driving beta-arrestin recruitment to human beta2-adrenergic receptor | 0.02% of 330,000 active | P07550 | Potency, µM (top dose mostly 46.1 µM), for inactives: at the top dose activation, usual class: activators | beta-arrestin recruitment to beta2AR, cell-based reporter;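 also: potency is read from the fitted curve at half-maximal effect; 0% = DMSO controls and full agonism = EC100 isoproterenol or metaproterenol; nearly all actives have a fitted effect of over 65% in size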
Target sequence (P07550 whole entry, looked up): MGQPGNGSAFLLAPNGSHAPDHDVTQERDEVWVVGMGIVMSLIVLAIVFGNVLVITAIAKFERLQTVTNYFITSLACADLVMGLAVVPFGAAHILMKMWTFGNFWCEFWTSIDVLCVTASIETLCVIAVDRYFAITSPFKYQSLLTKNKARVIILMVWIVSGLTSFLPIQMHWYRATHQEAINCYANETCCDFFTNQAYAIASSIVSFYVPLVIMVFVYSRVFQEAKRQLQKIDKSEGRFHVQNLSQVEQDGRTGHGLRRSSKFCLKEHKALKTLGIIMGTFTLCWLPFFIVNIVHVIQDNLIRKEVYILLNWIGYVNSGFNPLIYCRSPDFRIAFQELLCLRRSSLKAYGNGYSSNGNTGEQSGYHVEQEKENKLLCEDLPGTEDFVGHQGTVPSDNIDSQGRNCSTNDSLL
MLL CXXC-DNA inh: blocks binding of human MLL CXXC domain to DNA. 0.037% of 290,000 active. Q03164. AID 2662. Potency, µM (series often up to 115 µM), without a hit: top-dose activity change, negative = inhibition, usual class: inhibitors. MLL-CXXC / FITC-HOXA9 DNA fluorescence polarization; active = well fitted inhibition curve with a large enough effect in the polarisation, with a control signal flat, not every such curve was filed as active; inconclusive = small, poorly fitted or top-dose-only effect, or effect the other way, or a change in a side signal; inactive = no such curve, though single readings can be large or run the other way; the % refers to the polarisation; also: potency is read from the fitted curve at half-maximal effect
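Fluorescence polarization: 7 uM MLL-CXXC (stock) preincubated 5 min with compounds, then 50 nM fluorescein-HOX-A9 DNA (stock) added; 30 min ambient. Buffer 50 mM Tris-HCl pH 7.5, 50 mM NaCl, 1 mM DTT, 0.05% BSA.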
Integrin act MD: activators of alpha7 integrin expression for muscular dystrophy | AID 624291 | alpha7betagal myoblasts, beta-gal FDG fluorescence, 48 h | 0.064% of 350,000 active | Potency, µM (top dose mostly 38.3 µM), for the others: at the top dose activation, actives largely listed as activators;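 also: potency is read from the fitted curve at half-maximal effect; 100% = response of the positive control SU9516; nearly all actives have a fitted effect of over 60% in size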
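Alpha7betagal+/- myoblasts (passage 13) were plated 16-24 hr, then exposed to compounds (1:260 dilution of DMSO stock) for 48 hours at 37C. After MPER lysis, β-galactosidase reporter activity was read as FDG fluorescence (ex 480/em 540) after 30 minutes.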
TRPV1 ag: activates the human vanilloid receptor TRPV1 | AID 540275 | 0.19% of 320,000 active | activation, % at 8.33 µM | Q8NER1 | TRPV1-expressing cells, Fluo-8 calcium influx, agonist mode; in the data active = activation above about 80%; inconclusive = between about 30% and that limit; also: 0% is about no effect
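TRPV1-expressing cells were cultured overnight at 35.5C and loaded with Fluo-8 calcium dye for 40 to 90 min at room temperature. After a 10 s baseline, compound was added and calcium influx was read kinetically for 3 min (ex 480/em 520 nm).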
ELG1 DNA repair: ELG1-dependent DNA repair inhibition | AID 504467 | 2.3% of 330,000 active | HEK293T ELG1-luciferase reporter, luminescence, 16 h; DNA damage induced by 5-fluorouridine | Potency, µM (series often up to 46.1 µM), without a hit: at the highest dose activity change, negative = inhibition, most hits filed as inhibitors; also: potency is read from the fitted curve at half-maximal effect; % is scaled to controls: 0 for no effect and ±100 for the full control effect; nearly all actives have a fitted effect of over 55% in size
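DMSO vehicle served as the neutral condition. Each well held 2,000 cells given 5-fluorouridine plus compound; after 16 hr at 37 °C/5% CO2, ONE-Glo was added and luciferase measured 30 min later.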
AT treatment: candidate therapy for ataxia-telangiectasia | […] A-T fibroblasts, KAP-1 phosphorylation AlphaLISA; neocarzinostatin DNA damage 30 min before lysis | Potency, µM (highest dose often 57.5 µM), for the others: at the top dose activation, most hits filed as activators | 0.19% of 320,000 active; also: potency is read from the fitted curve at half-maximal effect; % of control where 0% means no effect; nearly all actives have a fitted effect of over 45% in size
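ATM-like activity read as KAP-1 phosphorylation via AlphaLISA donor/acceptor antibody pairs after lysis and 6 hr at 25C. Cells were ATM-null patient fibroblasts ([…], hTERT), dosed 60 min, then exposed to the DSB inducer NCS for 30 min.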
p53 reactivator: mutant p53 re-activation in reporter cells | Potency, µM (top dose mostly 92.2 µM), inactives show at the top dose activity change, positive = activation, hits mostly activators | 0.063% of 320,000 active | AID 504706 | H1299 p53-A138V BP100-luciferase reporter, luminescence, 24 h; also: potency is read from the fitted curve at half-maximal effect; % of control where 0% means no effect; nearly all actives have a fitted effect of over 45% in size
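p53-null H1299 cells stably carrying temperature-sensitive p53-A138V and a BP100-luciferase reporter were pinned with compounds (4-point, 1:5 series) and held 24 hrs at 37 deg C. Luminescence was read 10 min after detection reagent.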
TCR act: activates T cell receptor signaling | primary human leukocytes, anti-CD3, IL-2 HTRF, 48 h | Potency, µM (doses to about 9.22 µM), for the others: at the highest dose activation of IL-2 secretion, most hits filed as activators | 330,000 tested, under 10 active | AID 504894; also: % of control where 0% means no effect
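Activity was scored as IL-2 release from primary human leukocytes given only a TCR signal (a-CD3 beads) plus compound for 48 hr. Detection used a two-antibody HTRF format read at 665nm.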
BRCA1 expr up: increases BRCA1 expression | MCF7-BRCA1-FFLuc reporter, luminescence, 48 h; response scale: scaled: vehicle 0%, 10 µM genistein 100% | Potency, µM (series often up to 46.1 µM), inactives show top-dose activation, actives largely listed as activators | 1.1% of 380,000 active; also: potency is read from the fitted curve at half-maximal effect; nearly all actives have a fitted effect of over 80% in size; some results filed as inactive show a strong effect at the top dose
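Cells: MCF7-BRCA1-FFLuc, 2000/well. Exposure: 48 h, 37 °C, 5% CO2. Read: luminescence, 15 min post-substrate. Controls: genistein 10 microM (maximal activation), DMSO (neutral).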
Active calls of the source: *; ? = inconclusive; . = not tested or not shown; & = joins results of further samples; [ ] = remark or other dose. Unless noted, calls follow the shape of the dose curve; as a rule, active = well fitted curve in the direction sought with a large enough effect; inconclusive = small, poorly fitted or top-dose-only effect, or another doubt; inactive = no such curve, though single readings can be large; an effect the other way counts as inactive or inconclusive. An excerpt; the hit share may differ from the screen's.

SMILES	TSG101-PTAP inh	B2AR arrestin	MLL CXXC-DNA inh	Integrin act MD	TRPV1 ag	ELG1 DNA repair	AT treatment	p53 reactivator	TCR act	BRCA1 expr up
CCOP(=O)(Cc1ccccc1)OCC	-4%	0.4%	.	-1%	-5	23%	15%	-3%	-2%	0%
CC[N+]1(C)CCCC(OC(=O)C(O)(c2ccccc2)c2ccccc2)C1 (stereo unspecified)	-9%	0.3%	2%&0%	.	-2	-5%	4%	-1%	-10%	0%
CN(C)/C=C/C(=O)C(Cl)(Cl)Cl	0%	-0.2%	3%	36%	-1	10%	-2%	-1%	-1%	4%
CC1CCCCN1Cc1ccc(Cl)nc1 (stereo unspecified)	-2%	0.0%	2%	0%	0	7%	2%	2%	4%	6%
O=C1CN=C(c2cc([N+](=O)[O-])ccc2Cl)c2cc([N+](=O)[O-])ccc2N1	-2%	.	.	5%	.	.	.	.	6%	-5%
Fc1cccc(CNCCc2c[nH]c3ccccc23)c1	0%	-0.1%	-8%	-25%	6	-2%	-3%	?	4%	-1%
CCCCN1C(=O)/C(=C/c2ccc(N3CCCCCC3)cc2)C(=O)NC1=S	.	0.0%	-1%	.	-12	7%	1%	-7%	-6%[46.1 µM]	.
CCOC(=O)[C@]1(C#N)[C@@H]2C=CC(C(N)=O)=CN2[C@@H](C(N)=O)[C@@H]1c1ccc(F)cc1	-7%	-0.6%	1%	-24%	4	9%	-7%	1%	2%	-32%
CC[C@@]1(C(=O)OC)N[C@H](CN(C)C(=O)Nc2ccc(OC)cc2)[C@@H]2C(=O)N(Cc3ccccc3)C(=O)[C@@H]21	-3%	-0.8%	.	0%	.	?	-2%	15%	6%	10µM*
CC1=C(C(=O)O)N2C(=O)C(NC(=O)Cc3ccccc3)C2SC1 (stereo unspecified)	-2%	-0.5%	-1%	7%	-5	0%	-1%	-1%	-3%	6%
O=C(CNC(=O)c1ccccc1)Nc1ccc(Br)cc1C(=O)c1ccccc1	-8%	0.0%	2%	0%	6	-10%	-2%	-5%	1%	-55%
O=C(c1cc2c(s1)CCCCCC2)N1CCC2(CC1)OCCO2	-2%	0.0%	2%	-3%	?	-11%	6%	9%	-23%	33%
COC(=O)C1=C(c2cccc(OCc3ccccc3)c2)C[C@@H]2CC[C@H]1N2C(=O)NCCN1CCOCC1	0%	0.2%	.	3%	-1	6%	5%	-6%	6%	-14%
COc1ccc(-c2ccc3n2Cc2cnnn2-c2ccccc2-3)cc1	-1%	.	.	12%	.	.	.	.	-3%	37%
C=CCn1c(O)c(C(CC)=NCCc2ccccc2)c(=O)[nH]c1=O	-1%	-0.1%	-1%	0%	25	?	.	-3%	4%	3%[1.84 µM]
CCOc1ccc(N=Cc2c(O)n(CCc3ccc(OC)c(OC)c3)c(=O)[nH]c2=O)cc1	-3%	-0.7%	1%	3%	2	-13%	5%	-5%	-62%	-13%
Clc1ccccc1C1NCc2ccccc2-n2cccc21 (stereo unspecified)	-6%	0.0%	4%	29%	2	-13%	3%	3%	-228%	-10%
O=P(C(=Nc1ccc(Cl)cc1)N1CCOCC1)(N1CCOCC1)N1CCOCC1	-7%	-0.3%	-1%	21%	-3	10%	-1%	13%	6%[46.1 µM]	0%
CCN(C1CCCCC1)S(=O)(=O)c1ccc(S(=O)(=O)N(CC(=O)Nc2ccccc2)C2CC2)cc1	.	-0.3%	1%	-20%	1	?	2%	-1%	.	-3%
CCCc1c(C)nc(-c2ccc(C)cc2)nc1OC(=O)N(C)C	-3%	-0.1%	-17%	6%	?	?	2%	-1%	2%	-6%
CCOC(=O)c1[nH]c(C)c(C(=O)N2CCC3(CC2)OCCO3)c1C	0%	0.0%	6%	-5%	4	17%	0%	-3%	3%	2%
COc1ccc(C(=O)CN2CCOCC2)cc1F	0%	0.2%	-1%	-1%	3	-13%	-6%	-3%	0%	-16%
CNC(=O)Oc1ccc(-c2cn3cc(Cl)ccc3n2)cc1	-1%	-1.7%	-2%	-17%	25	?	4%	?	0%[46.1 µM]	.
O=[N+]([O-])c1ccc(N2CCNCC2)cc1NCC1CCCO1 (stereo unspecified)	-3%	0.2%	-9%	6%	4	22%	-4%	0%	-1%	-20%
CCC(=NCCCn1ccnc1)c1c(O)n(Cc2ccccc2)c(=O)[nH]c1=O	-8%	-0.5%	0%	14%	-1	4%	16%	-3%	3%	-2%
O=S(=O)(F)c1ccc2nc(-c3cccc(Sc4ccccc4)c3)cc(Cl)c2c1	-2%	-0.2%	-4%	10%	0	0%	-4%	0%	-3%	0%
Cc1ccc(NC2=NCCCS2)cc1Cl	0%	3.1%	14%	-17%	-1	15%	2%	1%	3%	57%
N=C1c2ccccc2CN1NC(=O)c1ccc(Br)cc1	-11%	-0.1%	-8%	7%	3	13%	1%	16%	2%[46.1 µM]	42%
N=C1c2ccccc2CN1CC(=O)c1ccccc1	-2%	-0.2%	1%	2%	0	?	6%	?	-4%[46.1 µM]	-2%
Nc1ccccc1-[n+]1c(-c2ccccc2)cc(-c2ccccc2)cc1-c1ccccc1	-6%	0.5%	-7%	-27%	1	0%	-11%	1%	3%	-74%
Clc1cc(I)cc(Cl)c1NC1=NCCN1	1%	.	-9%	.	.	.	.	.	2%	0%
O=C(C1CCN(S(=O)(=O)c2ccccc2)CC1)N1CCC2(CC1)OCCO2	-5%	-0.1%	12%	-14%	-1	0%	4%	-2%	5%	0%
COc1ccccc1CCNC1CCC(C)CC1 (stereo unspecified)	-1%	-0.7%	10%	-4%	0	0%	-5%	-1%	-3%[46.1 µM]	-37%
O=c1cccc2n1CC1CC2CN(Cc2c(F)cccc2Cl)C1 (stereo unspecified)	-6%	0.4%	-1%	1%	-1	0%	2%	-2%	3%	-18%
CCN(CC)P(=O)(/C=C(\Cl)c1ccccc1)/C=C(\Cl)c1ccccc1	-4%	0.2%	-4%	-25%	1	-3%	-4%	5%	4%	-20%
C[N+]12CCC(CC1)C(C#N)(N1CCOCC1)C2 (stereo unspecified)	-7%	-0.2%	16%	17%	1	5%	9%	-6%	-24%	.
Nc1ccc2c(c1)Cc1cc([N+](=O)[O-])ccc1-2	-5%	0.2%	3%	-12%	17	?	3%	?	-4%	10µM*
COc1ccc(N2C(=O)/C(=C/c3ccc(N(C)C)o3)C(=O)NC2=S)cc1	?	0.1%	?	-2%	7	?	0%	-3%	6%	11%
NP(=O)(OCC(F)(F)F)Oc1ccc(Cl)cc1 (stereo unspecified)	-1%	-0.2%	-1%	8%	-10	-10%	.	2%	-5%	-25%
O=C(Oc1ccnc2cc(Cl)ccc12)N1CCOCC1	-6%	-0.2%	0%	-39%	3	-5%	-1%	?	-5%	-42%
NC(=O)C1(N2CCCCC2)CCN(Cc2ccccc2)CC1	0%	-0.1%	3%	19%	-2	4%	-9%	5%	5%	40%
Cc1ccccc1N1C(=O)NC(=O)/C(=C\c2cc(Br)c(N3CCOCC3)o2)C1=O	?	-0.5%	?	4%	6	10%	-8%	?	3%[46.1 µM]	-3%
CC1(C)OC(c2ccccc2)=C/C(=C/C=C2C(=O)NC(=S)NC2=O)O1	17%	0.1%	?	-46%	13	26%	8%	0%	5%	-19%
CCN(CC)P(=O)(Nc1ccc([N+](=O)[O-])cc1)c1c(C)nn(CCC#N)c1NC(=O)c1ccc(Cl)cc1Cl (stereo unspecified)	1%	0.0%	3%	0%	-1	?	-1%	-4%	1%	-29%
O=C(c1ccccc1F)c1cn(Cc2ccccc2)c2ccccc12	0%	-0.3%	25%	1%	4	-2%	15%	6%	3%	12%
N#Cc1c(Cl)nc(Cl)c2c1CCN(Cc1ccccc1)C2	-4%	?	40%[activator]	-32%	8	24%	-1%	-1%	3%[46.1 µM]	-57%
COC(=O)C1=C(c2ccc(OC(F)(F)F)cc2)C[C@@H]2CC[C@H]1N2C(=O)N1CCC(O)CC1	.	-0.8%	.	14%	17	-1%	-1%	2%	-2%	-19%
Cc1cc(OCC(=O)N[C@@H](Cc2ccccc2)C(=O)O)c2c3c(c(=O)oc2c1)CCC3	-2%	0.3%	-18%	-19%	0	5%	2%	4%	-1%	-6%

Some of these compounds in order of molar mass, lowest first.
SMILES	TSG101-PTAP inh	B2AR arrestin	MLL CXXC-DNA inh	Integrin act MD	TRPV1 ag	ELG1 DNA repair	AT treatment	p53 reactivator	TCR act	BRCA1 expr up
N#Cc1c(Cl)nc(Cl)c2c1CCN(Cc1ccccc1)C2	-4%	?	40%[activator]	-32%	8	24%	-1%	-1%	3%[46.1 µM]	-57%
Cc1cc(OCC(=O)N[C@@H](Cc2ccccc2)C(=O)O)c2c3c(c(=O)oc2c1)CCC3	-2%	0.3%	-18%	-19%	0	5%	2%	4%	-1%	-6%
COC(=O)C1=C(c2ccc(OC(F)(F)F)cc2)C[C@@H]2CC[C@H]1N2C(=O)N1CCC(O)CC1	.	-0.8%	.	14%	17	-1%	-1%	2%	-2%	-19%

Screening data from PubChem.
